TNAP inh no acc: TNAP (human) inhibition, acceptor-free conditions | P05186 | purified TNAP, CDP-star luminescence, 30 min | inhibition, % at 20 µM | 0.26% of 200,000 active | AID 1012;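 active = tissue-nonspecific alkaline phosphatase inhibition above about 50% at 20 µM in the single-dose screen, limit read from the data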;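 also: 0% = DMSO negative control and 100% = EDTA positive control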
Target sequence (P05186 whole entry, looked up): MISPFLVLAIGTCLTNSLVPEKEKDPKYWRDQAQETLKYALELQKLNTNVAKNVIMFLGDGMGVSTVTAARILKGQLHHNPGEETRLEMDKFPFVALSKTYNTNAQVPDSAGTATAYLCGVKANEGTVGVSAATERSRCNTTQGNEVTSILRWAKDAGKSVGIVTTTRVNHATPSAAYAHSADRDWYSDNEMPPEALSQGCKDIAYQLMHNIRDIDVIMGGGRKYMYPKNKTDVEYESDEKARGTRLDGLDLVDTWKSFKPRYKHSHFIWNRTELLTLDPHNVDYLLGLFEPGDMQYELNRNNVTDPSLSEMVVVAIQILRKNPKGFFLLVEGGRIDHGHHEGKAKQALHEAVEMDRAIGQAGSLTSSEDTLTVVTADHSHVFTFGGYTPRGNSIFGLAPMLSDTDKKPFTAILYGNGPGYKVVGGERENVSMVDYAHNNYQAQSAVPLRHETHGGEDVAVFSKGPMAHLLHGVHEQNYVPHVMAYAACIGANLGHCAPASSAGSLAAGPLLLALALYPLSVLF
bIAP act: intestinal alkaline phosphatase (bovine) activation | purified bovine IAP, CDP-star luminescence, 30 min; hits give high values; fold of DMSO-control signal, blank-subtracted | 0.17% of 200,000 active | activation factor at 20 µM | AID 1016;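 active = activation factor of 2 or more at 20 µM, a signal rise over negative controls twice the positive control's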
PMI activator: activators of human phosphomannose isomerase; P34949; purified human PMI, coupled resazurin fluorescence, 20 min; hits give high values; 1 = vehicle control, 0 substrate-free wells; activation factor at 20 µM; 0.005% of 190,000 active;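 active = activation factor of 2 or more at 20 µM, relative to plate controls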
NF-kB expr up: compounds increasing NF-kB expression in human neuronal cells. fold change at 12.5 µM. NF-kB reporter expression; hits give high values. 1.6% of 190,000 active; in the data active = fold change above about 3.3
FLuc stim CS: firefly luciferase counter-screen for stimulation assays; P08659; ATPlite luciferase biochemical, luminescence, 10 min; 0 = ATP-free wells, 1 = DMSO control; activation factor at 10 µM; 200,000 tested, under 10 active; AID 1027;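 active = luciferase activation factor, scaled between plate controls, of at least 2 with compound at 10 µM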
Target sequence (P08659 whole entry, looked up): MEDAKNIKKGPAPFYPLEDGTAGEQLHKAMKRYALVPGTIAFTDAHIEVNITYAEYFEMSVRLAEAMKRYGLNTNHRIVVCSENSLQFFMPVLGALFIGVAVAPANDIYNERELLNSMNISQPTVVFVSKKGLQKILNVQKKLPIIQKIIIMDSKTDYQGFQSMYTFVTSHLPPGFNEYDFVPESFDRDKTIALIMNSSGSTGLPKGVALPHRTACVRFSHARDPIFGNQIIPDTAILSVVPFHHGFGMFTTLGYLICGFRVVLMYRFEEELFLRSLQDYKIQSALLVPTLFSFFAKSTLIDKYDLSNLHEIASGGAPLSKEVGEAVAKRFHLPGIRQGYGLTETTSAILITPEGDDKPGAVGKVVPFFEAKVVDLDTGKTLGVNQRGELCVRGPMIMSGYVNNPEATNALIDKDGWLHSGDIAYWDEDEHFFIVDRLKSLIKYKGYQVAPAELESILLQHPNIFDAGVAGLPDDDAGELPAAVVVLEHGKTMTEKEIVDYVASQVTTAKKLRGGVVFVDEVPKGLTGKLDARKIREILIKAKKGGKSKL
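test system = cell-free luciferase reagent | medium = PBS as buffer for the ATP substrate | dosing = test compounds dosed from 2 mM stocks in 100% DMSO | incubation = 10 min at ambient temperature | detection = luminescence measurement of luciferase light output | benchmarks = low control with PBS replacing ATP, high control enzyme plus ATP without compound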
APP 5'UTR act: APP 5'UTR luciferase reporter activation; SH-SY5Y APP 5'UTR luciferase reporter, luminescence; zero percent = DMSO vehicle wells; activation, % at 2 µM; 1% of 190,000 active;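 active = activation above a set limit, based on mean plus 3 SD of controls, cut at about 140% in these data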; also: values of inactives mirror those of a sister screen read the other way
PMI act hi M6P: increases human PMI activity with near-saturating mannose 6-phosphate | P34949 | coupled PMI enzyme assay, resazurin fluorescence, 20 min; hits give high values; 1 = untreated enzyme, 0 = substrate-free blank | activation factor at 20 µM | 0.34% of 190,000 active;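 active = activation factor of 2 or more at 20 µM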
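assay system = human phosphomannose isomerase with PGI, G6PDH, diaphorase coupling enzymes | quantity = 15 ng/mL PMI | incubation = enzyme reaction with compound 20 min at room temperature | medium = HEPES pH 7.4 buffer with MgCl2 and Tween-20 | compound dosing = one concentration, 20 µM, in 1% DMSO | measured by = Diaphorase-driven resazurin-to-resorufin fluorescence, excitation 544, emission 590 nm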
TNAP act hi DEA: increases human TNAP activity under high phosphate acceptor concentration; P05186; activation factor at 20 µM; purified TNAP, CDP-star luminescence, 1 M DEA, 30 min; hits give high values; 0 = EDTA background, 1 = DMSO-only activity; 200,000 tested, under 10 active;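 active = activation factor at least 2 at 20 µM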
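Dosing: 20 µM single point. System: human TNAP. Amount: TNAP 1/800 final. Incubation: 30 min, room temperature. Read-out: TNAP activation factor scaled between EDTA and DMSO control wells. Signal: luminescence from CDP-star hydrolysis. Medium: 1 M DEA, pH 9.8, Mg2+, Zn2+. Control set: EDTA negative control, DMSO positive control.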
TNAP inh hi DEA: blocks human TNAP under high phosphate acceptor concentration. P05186. purified TNAP, CDP-star luminescence, 1 M DEA. inhibition, % at 20 µM. 0.03% of 200,000 active;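 active = over 50% inhibition of tissue-nonspecific alkaline phosphatase at 20 µM in the single-dose screen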;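 also: plate controls were DMSO wells for no effect and EDTA-quenched wells as full inhibition for full effect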
FLuc inhib CS: Photinus pyralis luciferase inhibition counter-screen; ATPLite firefly luciferase biochemical luminescence, 10 min; P08659; inhibition, % at 10 µM; AID 1006; 1.5% of 200,000 active;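 active = inhibition above about 50% when tested at 10 µM, limit read from the data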
* hit, by the source's call; nt = not tested or not shown.

SMILES	TNAP inh no acc	bIAP act	PMI activator	NF-kB expr up	FLuc stim CS	APP 5'UTR act	PMI act hi M6P	TNAP act hi DEA	TNAP inh hi DEA	FLuc inhib CS
COC(CNC(=O)[C@H](CSCc1ccccc1)N1Cc2ccccc2C1=O)OC	-10	0.9	1.1	1.4	1.1	9	1	1.1	-7	-9
O=C(NCCc1ccccc1)c1cccnc1N1CCCCCC1	-8	1	1	1.2	1	0	0.9	1	-1	-3
CC(C)CNC(=O)c1cccc(NC(=O)c2ccc(Cl)c([N+](=O)[O-])c2)c1	-5	0.6	1	0.64	1	-12	1	1	-2	-3
COc1ccc(NS(=O)(=O)c2ccc(OC)c(OC)c2)cc1OC	-10	0.9	1.1	0.95	1	-6	1.1	1	-2	-4
CO[C@@H]1O[C@@H]2COC(c3ccccc3)O[C@@H]2[C@@H](OC)[C@@H]1O (stereo partly drawn)	-4	1	1	1.2	1	3	1	1	-2	-2
N#Cc1nc(COc2ccc(Br)cc2)oc1NCCCn1ccnc1	-8	1.5	0.9	0.64	1.1	-11	0.9	1	-4	-9
CCn1cc(C(=O)N2CCN(C(=O)c3ccco3)CC2)c2cc(OC)c(OC)cc2c1=O	-6	0.9	0.8	1.4	1	10	0.8	1	-1	-4
OC1C=CSc2nc3ccccc3n21 (stereo not drawn)	-7	0.9	1	1.3	1.1	-2	1	1.1	-8	-11
CC(C)Cn1c(SCc2nnc(-c3cccs3)o2)nc(O)cc1=O	-13	0.9	0.9	1.1	1.1	-1	0.9	1.1	-10	-6
O=C(O)CC(Cn1cnnn1)c1ccccc1 (stereo not drawn)	26	1	1.1	0.94	1	-3	1.1	1.1	-6	-4
O=C(CSc1nnc(-c2ccco2)n1Cc1ccccc1)NCc1ccccc1	-3	1	0.9	1.1	1.1	6	0.9	1	1	-7
COC(=O)C1(C(=O)OC)NOC2C(=O)N(N(C)c3ncc(C(F)(F)F)cc3Cl)C(=O)C21 (stereo not drawn)	-11	1	1	1.1	1.1	-15	1	1	1	-7

Rewritten as comma-separated lines: entries from further up
Molecule,TNAP inh no acc,bIAP act,PMI activator,NF-kB expr up,FLuc stim CS,APP 5'UTR act,PMI act hi M6P,TNAP act hi DEA,TNAP inh hi DEA,FLuc inhib CS
COC(CNC(=O)[C@H](CSCc1ccccc1)N1Cc2ccccc2C1=O)OC,-10,0.9,1.1,1.4,1.1,9,1,1.1,-7,-9
O=C(NCCc1ccccc1)c1cccnc1N1CCCCCC1,-8,1,1,1.2,1,0,0.9,1,-1,-3
CC(C)CNC(=O)c1cccc(NC(=O)c2ccc(Cl)c([N+](=O)[O-])c2)c1,-5,0.6,1,0.64,1,-12,1,1,-2,-3

Fetched by structure from the list above:
SMILES	TNAP inh no acc	bIAP act	PMI activator	NF-kB expr up	FLuc stim CS	APP 5'UTR act	PMI act hi M6P	TNAP act hi DEA	TNAP inh hi DEA	FLuc inhib CS
COC(CNC(=O)[C@H](CSCc1ccccc1)N1Cc2ccccc2C1=O)OC	-10	0.9	1.1	1.4	1.1	9	1	1.1	-7	-9
N#Cc1nc(COc2ccc(Br)cc2)oc1NCCCn1ccnc1	-8	1.5	0.9	0.64	1.1	-11	0.9	1	-4	-9

Remaining list, next part.
SMILES	TNAP inh no acc	bIAP act	PMI activator	NF-kB expr up	FLuc stim CS	APP 5'UTR act	PMI act hi M6P	TNAP act hi DEA	TNAP inh hi DEA	FLuc inhib CS
CCCc1nnc(-c2ccc(OC)cc2)o1	-6	1	1	1.2	0.9	7	0.9	1	-2	6
Cc1nn(C(C)(C)C)c(OC(=O)c2cccs2)c1S(=O)(=O)c1ccccc1	-9	0.9	0.9	1.6	1	2	0.9	1	-2	-2
N#Cc1cc([N+](=O)[O-])ccc1NC(=O)COC(=O)C12CC3CC(CC(C3)C1)C2	-5	1	1	nt	1.1	-13	1	1.1	-10	-7
O=C(COC(=O)c1cccc(Cl)c1)NCCN1C(=O)CSC1=O	-15	0.8	1.1	1.2	1.1	-7	1	1.1	-8	-9
CCn1c(SCC(=O)Nc2ccc3c(c2)OCCO3)nnc1-c1ccco1	-16	1	0.9	1.2	0.8	-20	0.9	1.1	-8	19
Cc1ccccc1C(=O)NC(CC(C)C)C(=O)Nc1ccc(S(N)(=O)=O)cc1 (stereo not drawn)	-10	1	1	0.96	1.1	-1	1.1	1	-5	-7
COc1ccc(OC)c(N(CC(=O)NCc2cccnc2)S(C)(=O)=O)c1	-3	1	0.9	1	1	0	0.9	1	-4	0
CC(C)[C@@H](C(=O)OCC(=O)Nc1ccc2c(c1)OCO2)N1C(=O)c2ccccc2C1=O	-7	1	0.9	0.81	1.1	10	1	0.9	11	-5
O=C(Nc1nnc(SCc2ccc(F)cc2)s1)c1cccnc1Cl	-11	1.1	1	1.1	1	-6	0.9	1.1	-6	4
COc1cc(CC(=O)Nc2ccccc2N2CCCCC2)cc(OC)c1OC	0	1.2	1	1.1	1.1	-3	0.9	1	2	-7
Cc1cccc(N2CCN(CC(=O)Nc3ccccc3[N+](=O)[O-])CC2)c1C	-4	1	0.8	0.99	1.1	-17	0.9	1	-2	-5
CC(C)(C)c1cnnn1-c1ccc([N+](=O)[O-])cc1	-18	1	1.1	1.1	1	6	1.1	1.1	-6	-4
O=C(NCCc1ccccc1)c1cnc2n(c1=O)CCS2	-11	0.9	1	2.2	1	28	1.1	1	-2	-4
CCCC1(c2ccccc2)NC(=O)N(CC(=O)Nc2cc(S(=O)(=O)N3CCOCC3)ccc2Cl)C1=O (stereo not drawn)	-2	1	1	0.91	1.1	-9	1	1.1	-6	-5
N#Cc1cccc(NC(=O)CN2NS(=O)(=O)c3ccccc3C2=O)c1	-10	0.9	1	1.4	1	5	1	1	0	-5
O=C(CN1C(=O)NC2(CCCCCC2)C1=O)N1CCN(S(=O)(=O)c2ccccc2)CC1	0	1.1	1.1	0.91	1	8	1.2	1	-5	-3
O=C1CS/C(=C\[N+](=O)[O-])N1c1ccccc1	6	0.7	0.9	0.93	1	-2	0.7	0.8	18	-5
CCCCNC(=S)NNc1c(Cl)cc(Cl)cc1Cl	-11	0.9	1	1.2	1.1	-3	1	1.1	-6	-8
O=C(O)c1cc(Br)ccn1	-3	1.2	1.1	1.5	1	-2	1	1	-4	-2
COCCCN1C(=O)C(O)=C(C(C)=O)C1c1ccccn1 (stereo not drawn)	-19	0.9	0.9	1.2	1	-14	1	1	-5	-2
COC(=O)NC1(C(F)(F)F)C(=O)Nc2c1c(=O)n(C)c(=O)n2C (stereo not drawn)	-5	1	1	0.89	1.1	2	1	1	-2	-5
CN(Cc1ccncc1)C1CC(=O)N(c2ccc(Cl)cc2)C1=O (stereo not drawn)	-10	1	1	0.47	1	-2	1	1	1	2
COc1ccc2[nH]c(=S)[nH]c2c1	-10	1.5	0.8	1.2	1	-6	0.8	1	-3	-4
Cc1cccnc1NC(=O)CCNS(=O)(=O)c1ccc2c(c1)c(=O)n(C)c(=O)n2C	-13	1.2	1.2	1	1	8	1.1	1	-4	-1
CCCn1cnc2c(c1=O)c1nc3ccccc3nc1n2CCc1ccccc1	-7	1	1	1.2	1.1	-6	0.9	1	-3	-6
CCCc1cc(=O)[nH]c(SCc2ccccc2)n1	-7	1	0.9	1.1	1	8	0.9	1	-3	-4
Nc1ncnc(NNC(=O)CNC(=O)c2c(F)cccc2Cl)c1[N+](=O)[O-]	20	1.1	1.1	0.94	1.1	0	1	0.9	8	-8
CCc1cc(/C(Cc2ccc3ccccc3n2)=N\O)c(O)cc1O	-8	1	0.9	1.1	1.1	9	0.9	1	-4	-5
Clc1ccc(CSc2nnc(-c3ccncc3)o2)cc1	-8	0.9	0.9	0.96	1.1	-8	0.9	1.1	-6	-6
O=C(Cn1cnc2c(nnn2-c2ccccc2)c1=O)NCC1CCCO1 (stereo not drawn)	-9	0.9	0.9	1.1	1.1	3	0.8	1.1	-7	-9
CCCc1nnc(NC(=O)OCC)s1	19	1.2	1	1.5	1	1	1	1	-4	-3
CCOc1cc(C(=S)N2CCOCC2)ccc1OS(=O)(=O)c1ccccc1[N+](=O)[O-]	-11	1	0.9	1	1	20	1	1	-4	-3
Cc1c(NC(=O)c2cc3nc(-c4ccc(Br)cc4)cc(C(F)(F)F)n3n2)c(=O)n(-c2ccccc2)n1C	-1	0.9	1.1	1	1.1	-12	1.1	1	-2	-11
COc1c2ccccc2c(OC)c2ccccc12	-6	1	1.3	1.2	1	4	1.2	1	3	-1
CCc1[nH]nc2c1C(c1ccsc1)C(C#N)=C(N)O2 (stereo not drawn)	10	0.9	0.9	1.7	1	8	0.9	1	2	-4
O=C(CSc1nnc(SCc2ccc(Cl)cc2)s1)N1CCOCC1	-11	1.1	1	1	0.7	-14	1	1	-4	31
CC1CCc2nn(CC(=O)NCCN3CCOCC3)cc2C1 (stereo not drawn)	-10	1	0.8	0.93	1	-9	0.7	1	2	-2
Cn1c(C(=O)O)c(CC(=O)Nc2ccccc2F)c2ccccc21	-9	0.9	1	0.96	1.1	1	1	1.1	-11	-7
CCC(C)N(CCNC(=O)CC1Oc2ccc(C)cc2NC1=O)C1CCCCC1 (stereo not drawn)	-1	1	1.1	1.3	1.1	6	1	1.1	-6	-11
CCc1ccc2c(c1)C(c1ccc([N+](=O)[O-])cc1)=NNC(c1ccccc1)=N2	-2	0.6	0.9	1.3	1	13	0.9	1	0	2
O=C(CN1CCOCC1)Nc1ncc(Cc2cccc3ccccc23)s1	-18	1.1	0.8	0.91	1	7	0.8	1	-3	-4
COc1ccc(C(=O)Sc2ccc(Cl)cc2)cc1OC	-5	1	0.9	1.2	1	17	1	1	0	4
CC(=O)CC(=O)Nc1ccc(Nc2ccccc2)cc1	-9	1	1	1.1	1	2	0.9	1	-1	0
Cc1cc(C)n(-c2ccc(C(=O)OCc3ccccc3)cc2)n1	-5	0.9	0.9	1.5	1	0	1	1	-2	-2
Cc1nc2ccc(S(=O)(=O)Nc3cccc(-c4nc5cccnc5s4)c3C)cc2s1	3	1.1	1	0.73	1.1	9	1	1	-1	-12
CC(=O)Nc1ccc(C)c([N+](=O)[O-])c1	2	0.9	1.1	nt	1.1	16	1.1	1	2	-9
S=c1nc(C2COc3ccccc3O2)[nH][nH]1 (stereo not drawn)	-12	1	0.3	0.94	0.9	34	0.7	1	0	5
Cc1ccc(C(=O)Nc2nc(=O)n(C(=O)c3ccccc3C)s2)cc1	-2	1	1	1.2	1	11	1.1	1	-1	3
COc1ccc(NC(=O)/C=C/c2ccccc2)cn1	-14	0.9	0.9	2.9	0.5	85	0.9	1	4	46
Cc1nc(SCC(=O)N2CCOCC2)c2ccsc2n1	-7	1	1	0.99	1	4	0.9	1	-2	-1
COc1ccc(C(=O)N2CCC(C(=O)Nc3ccccc3C)CC2)cc1OC	-5	0.9	1	1.1	1	12	1	1.1	-5	0
O=C(Cn1cnc2ccccc21)N/N=C/c1ccccc1[N+](=O)[O-]	-10	1	1	0.87	1	5	1	1	-2	-4
COc1c(C)cc(C(=O)C2CCCN(C(=O)c3snnc3C)C2)cc1C (stereo not drawn)	-4	1	1	nt	1.1	43	1.1	1	-4	-6

Source: PubChem BioAssay (several laboratories)
